Tb PGK inh: inhibitors of T. brucei phosphoglycerate kinase. P07378. PGK/GAPDH coupled, Kinase-Glo luminescence, 60 min. Potency, µM (series often up to 57.5 µM), for inactives: at the top dose activity change, negative = inhibition, usual class: inhibitors. 380,000 compounds, 0.043% hits; note: potency is the fitted concentration of half-maximal effect; % is set by controls: 0 for no effect and ±100 for the full control effect; nearly all actives have a fitted effect of over 60% in size
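Recombinant glycosomal PGK reaction used 1,3-bisphosphoglycerate generated in-well by GAPDH (100nM final) in 100mM TEA pH 7.6, 5mM MgCl2, 0.01% Tween-20. After 60 minutes at room temperature, ATP was read by Kinase-Glo Plus luminescence end-point.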
HP1b binding inh: blocks HP1-beta chromodomain binding to methylated histone tails; AlphaScreen HP1-beta / biotin-H3K9me3 peptide binding; 390,000 compounds, 0.56% hits; Potency, µM (titrated, usually from 114 µM), inactives show top-dose activity change, negative = inhibition, actives largely listed as inhibitors; note: potency is the fitted concentration of half-maximal effect; nearly all actives have a fitted effect of over 70% in size; inactives centre near 23
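AlphaScreen: HP1-beta (50 nM) preformed 30 min with biotin-H3(1-18)K9me3 peptide (50 nM) in PBS pH 7.4, 0.01% Tween-20. Compound added for 30 min at RT, then streptavidin donor/nickel chelate acceptor beads (10 ug/mL) for 30 min.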
Pin1 inh: inhibitors of human Pin1; Q13526; Pin1 FP peptide displacement, HiFluor488, 10 min; Potency, µM (series often up to 115 µM), without a hit: at the top dose activity, negative = inhibition, usual class: inhibitors; 390,000 compounds, 0.009% hits; active = well fitted inhibition curve with a large enough effect in the polarisation, with a control signal flat, not every such curve was filed as active; inconclusive = small, poorly fitted or top-dose-only effect, or effect the other way, or a change in a side signal; inactive = no such curve, though single readings can be large or run the other way; the % refers to the polarisation; note: potency is the fitted concentration of half-maximal effect; % is set by controls: 0 for no effect and ±100 for the full control effect
TrxR1 substrate: rat thioredoxin reductase 1 substrate activity. purified TrxR1 substrate turnover, NADPH consumption readout. O89049. Potency, µM (series often up to 114 µM), inactives show at the top dose activity change, negative = substrate turnover. 390,000 compounds, 0.01% hits; note: potency is the fitted concentration of half-maximal effect; % is set by controls: 0 for no effect and ±100 for the full control effect; nearly all actives have a fitted effect of over 50% in size
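Rat TrxR1, dispensed at 90 nM, was prereduced with 400 uM NADPH (final) for 5 min at ~22 deg C, then incubated with compound 15 min before 400 uM selenite. A first-read NADPH fluorescence drop versus no-compound background flagged substrates.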
PI4K2A block: inhibitors of human PI4K2A; 420,000 compounds, 0.13% hits; Q9BTU6; activity change, negative = inhibition, % at 76.9 µM; purified PI4K2A, ADP-Glo luminescence, 1 h; stronger effect = lower value; in the data active = activity change below about -50%; inconclusive = mostly about -30% to -49%;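 note: -100% = wells without enzyme as full effect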
Target sequence (Q9BTU6 whole entry, looked up): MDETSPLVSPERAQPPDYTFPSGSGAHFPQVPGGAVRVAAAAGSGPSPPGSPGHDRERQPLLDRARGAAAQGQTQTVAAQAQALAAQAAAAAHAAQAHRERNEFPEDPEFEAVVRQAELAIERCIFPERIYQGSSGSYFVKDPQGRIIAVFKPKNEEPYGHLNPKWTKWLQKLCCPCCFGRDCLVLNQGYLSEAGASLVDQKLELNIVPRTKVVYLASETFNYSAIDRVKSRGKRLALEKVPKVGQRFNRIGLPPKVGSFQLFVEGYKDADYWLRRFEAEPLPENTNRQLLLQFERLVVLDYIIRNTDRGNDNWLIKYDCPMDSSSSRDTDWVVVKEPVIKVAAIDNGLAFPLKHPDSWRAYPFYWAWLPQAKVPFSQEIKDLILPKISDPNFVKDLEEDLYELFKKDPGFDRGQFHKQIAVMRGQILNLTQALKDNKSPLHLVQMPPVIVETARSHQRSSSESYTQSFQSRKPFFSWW
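PI4K2A activity was measured by ADP-Glo luminescence: enzyme (4 ug/mL stock) and phosphatidylinositol (1.2 mM stock) in Tris pH 7.5/MgCl2/EGTA/Triton X-100 buffer were reacted with ATP (300 microM stock) for one hour at ambient temperature.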
mIDH1 inhibitor: blocks human mutant IDH1 R132H enzyme; Potency, µM (series often up to 76.6 µM), without a hit: at the top dose activity change, negative = inhibition, hits mostly inhibitors; 390,000 compounds, 0.093% hits; O75874; IDH1-R132H enzyme, NADPH consumption, diaphorase/resazurin fluorescence; note: potency is the fitted concentration of half-maximal effect; % is set by controls: 0 for no effect and ±100 for the full control effect; nearly all actives have a fitted effect of over 65% in size
Target sequence (O75874 whole entry R132H, stated change not applied): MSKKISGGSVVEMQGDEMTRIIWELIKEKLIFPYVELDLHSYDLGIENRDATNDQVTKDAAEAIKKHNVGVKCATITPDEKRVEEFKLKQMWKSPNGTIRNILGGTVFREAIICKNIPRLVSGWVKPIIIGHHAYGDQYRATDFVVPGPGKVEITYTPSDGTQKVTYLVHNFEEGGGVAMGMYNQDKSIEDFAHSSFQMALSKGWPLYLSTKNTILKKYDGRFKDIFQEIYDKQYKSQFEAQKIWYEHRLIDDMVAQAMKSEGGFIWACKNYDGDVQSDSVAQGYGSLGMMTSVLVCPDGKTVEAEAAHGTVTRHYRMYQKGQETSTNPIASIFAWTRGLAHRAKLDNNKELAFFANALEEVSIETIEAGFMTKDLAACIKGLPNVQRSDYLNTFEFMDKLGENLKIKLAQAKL
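IDH1-R132H (0.5 ug/mL dispensed) in pH 7.5 Tris buffer was preincubated 30 min with compound, then given a substrate mix of 0.016 mM NADPH and 2 mM alpha-KG for 80 min at room temperature; remaining NADPH was read by diaphorase/resazurin fluorescence.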
rTrxR1 inhibitor: inhibitors of rat thioredoxin reductase 1; O89049; recombinant rTrxR1, NADPH fluorescence consumption, selenite substrate; Potency, µM (titrated, usually from 114 µM), without a hit: at the highest dose activity change, negative = inhibition, hits mostly inhibitors; 390,000 compounds, 1% hits; AID 588453; note: potency is the fitted concentration of half-maximal effect; % is set by controls: 0 for no effect and ±100 for the full control effect; nearly all actives have a fitted effect of over 65% in size
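Rat TrxR1 (90 nM in the dispensed reagent) was pre-reduced with 400 uM NADPH for 5 min at room temperature, then incubated with compound for 15 min. After 400 uM selenite was added, NADPH fluorescence (Ex 340/Em 450 nm) was followed for 8 min.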
GLS inhibitor: blocks human kidney-isoform glutaminase activity. O94925. GLS enzymatic activity, qHTS titration. Potency, µM (top dose mostly 45.5 µM), inactives show top-dose activity change, negative = inhibition, actives largely listed as inhibitors. 410,000 compounds, 0.21% hits; note: potency is the fitted concentration of half-maximal effect; % is set by controls: 0 for no effect and ±100 for the full control effect
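Assay buffer: 45 mM KH2PO4 pH 8.2, 0.02% Tween-20. hKGA acts on L-glutamine (1 mM solution added); product glutamate is reported by an oxidase/peroxidase Amplex Red coupling, with fluorescence taken at baseline and 30 min.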
USP1 inh: USP1/UAF1 (human) deubiquitinase inhibition | O94782 | recombinant USP1/UAF1, Ub-Rhodamine cleavage fluorescence | Potency, µM (series often up to 57.1 µM), for the others: at the top dose activity change, negative = inhibition, usual class: inhibitors | 390,000 compounds, 0.23% hits | AID 743255; note: potency is the fitted concentration of half-maximal effect; % is set by controls: 0 for no effect and ±100 for the full control effect; nearly all actives have a fitted effect of over 60% in size; inactives centre near -12
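USP1/UAF1 complex (1 nM) preincubated 15 min at room temperature with compound, then Ub-Rho substrate (150 nM final) added. Kinetic fluorescence at 480/540 nm over 6 reads at 60 s intervals; 50 mM HEPES pH 7.8, 0.5 mM EDTA, 0.1 mg/ml BSA, 1 mM TCEP, 0.01% Tween-20.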
The depositor's hits bear a star; i = inactive; ? = inconclusive; · = not tested or not shown; [ ] = remark or other dose. Unless noted, calls come from the whole dose curve; as a rule, active = well fitted curve in the direction sought with a large enough effect; inconclusive = small, poorly fitted or top-dose-only effect, or another doubt; inactive = no such curve, though single readings can be large; an effect the other way counts as inactive or inconclusive.

Each structure is followed by: Tb PGK inh, HP1b binding inh, Pin1 inh, TrxR1 substrate, PI4K2A block, mIDH1 inhibitor, rTrxR1 inhibitor, GLS inhibitor, USP1 inh
- O=C(CSc1nnnn1C1CCCCC1)NCc1ccc2c(c1)OCO2
 : -1%, 32%[activator], 1%, -2%, -2, 5%, 22%, -2%, -10%
- CCNC(=O)c1cc(Br)ccc1Cl
 : -6%, 12%, 0%, 5%[57.1 µM], -2, 3%, 9%[57.1 µM], 1%, 1%
- CCCn1cc(CN2CCc3ccc(NC(=O)C4CCCO4)cc3C2)c(C)n1 (centres undefined)
 : 5%, 31%, 0%, 4%, -2, 6%, -10%, 0%, -16%
- COc1ccc(/C=C/C(=O)Nc2cccc(S(=O)(=O)N3CCCC3)c2)cc1OC
 : 5%, 38%, 0%, -4%, -1, -7%, 0%, 5%, -16%
- Cc1cc(C)cc(-n2c3nc4ccccc4nc3c3c(=O)n(Cc4ccco4)cnc32)c1
 : -1%, 23%, 12%, 15%[57.1 µM], -4, 5%, -68%, 5%, -2%
- O=C(OCCN1C(=O)c2cccc3c(N4CCOCC4)ccc(c23)C1=O)c1cccc(Cl)c1
 : -2%, 155%[activator], ?, -5%, -2, 5%, 5%, -5%, ?
- CCc1nnc(NC(=O)c2ccc3c(=O)n4c(nc3c2)CCCCC4)s1
 : -7%, -21%, -5%, -6%, -1, -7%, 5%, 7%, -15%
- O=c1[nH]nc(N=Nc2c(O)[nH]c3ccc(F)cc23)c(=O)[nH]1
 : -9%, 23%, 0%, 0%, 1, 0%, 20%, 15%, -10%
- COc1ccc(C(=O)N/C(=C/c2ccco2)C(=O)NCc2ccco2)cc1
 : -1%, 22%, 4%, -12%, 0, -1%, -59%, -3%, -5%
- CN(Cc1ccccc1)S(=O)(=O)c1ccc(C(=O)Nc2nnc(C3CC3)o2)cc1
 : -10%, 46%, -4%, -6%, -3, -2%, -11%, -3%, -7%
- Cc1ccc(C(=O)Nc2ccccc2C(=O)N2CCCC(C)C2)cc1 (centres undefined)
 : 11%, 19%, -3%, -6%, -1, 0%, -7%, 10%, 0%
- O=C(C1CCC(=O)N(C2CCCC2)C1)N1CCN(c2ccc(Cl)cc2)CC1 (centres undefined)
 : i, 26%, -1%, 1%, 6, -1%, -21%, -2%, -20%
- CCCCN1C(=O)C(=O)N(c2ccccc2)C1=S
 : -15%, -3%, 0%, -2%, -10, 6%, -1%, 3%, 0%
- N/C(=N\OC(=O)CCCOc1ccccc1)c1ccncc1
 : 1%, 28%, 0%, -4%, 3, 10%, -3%, 0%, -24%
- CCOc1ccc(NC(=O)CSc2nnc(CCNC(=O)c3ccc(OC)cc3)n2CC)cc1
 : i, 8%, -7%, -12%, 2, 3%, -10%, 7%, -11%
- Cc1ccccc1OCC(=O)Nc1ccc2c(c1)OCO2
 : -10%, 43%[activator], -4%, 11%, 2, 4%, 28%, 3%, -26%
- COc1ccc(N(CC(=O)NCCC2=CCCCC2)S(=O)(=O)c2ccccc2)c(OC)c1
 : -4%, 24%, -5%, 3%, -1, -1%, 10%, 0%, -13%
- CCn1ncc(C(=O)Nc2cc(C)on2)c1C
 : ?, 29%, -10%, -6%[57.1 µM], 7, 3%, ?, 2%, -11%
- O=C(NCCc1ccccc1Cl)c1ccc2c(=O)n(-c3ccccc3)c(=O)[nH]c2c1
 : 7%, 12%, -2%, 2%, -1, -17%, 28%, 6%, -16%
- CCn1c(=O)n(Cc2ccco2)c(=N)c2c3c(sc21)COC(C)(C)C3
 : 5%, 5%, -8%, -4%, -2, -1%, -2%, 20%, -17%
- Cc1ccc(Cc2c(-c3ccc(F)cc3)nc3cc(C)ccn23)cc1
 : -2%, ·, ·, ·, -16, 11%, ·, -3%, -24%
- NC(=O)C1CCN(S(=O)(=O)c2ccc3c(c2)OCCO3)CC1
 : 0%, 19%, 10%, -12%, -2, 0%, -20%, 0%, -2%
- Cc1ccc(S(=O)(=O)N2CCOC2C(Cl)(Cl)Cl)cc1 (centres undefined)
 : -2%, 125%[activator], -7%, 2%, -2, 0%, 32%, 2%, -16%
- Cc1c(Br)c([N+](=O)[O-])nn1CC(=O)Nc1ccc(C(N)=O)cc1
 : -2%, 18%, 5%, 3%, -7, -2%, 31%, -5%, -14%

11 neighbouring compounds out of the list so far, quoted:
Each structure is followed by: Tb PGK inh, HP1b binding inh, Pin1 inh, TrxR1 substrate, PI4K2A block, mIDH1 inhibitor, rTrxR1 inhibitor, GLS inhibitor, USP1 inh
- N/C(=N\OC(=O)CCCOc1ccccc1)c1ccncc1
 : 1%, 28%, 0%, -4%, 3, 10%, -3%, 0%, -24%
- CCOc1ccc(NC(=O)CSc2nnc(CCNC(=O)c3ccc(OC)cc3)n2CC)cc1
 : i, 8%, -7%, -12%, 2, 3%, -10%, 7%, -11%
- Cc1ccccc1OCC(=O)Nc1ccc2c(c1)OCO2
 : -10%, 43%[activator], -4%, 11%, 2, 4%, 28%, 3%, -26%
- COc1ccc(N(CC(=O)NCCC2=CCCCC2)S(=O)(=O)c2ccccc2)c(OC)c1
 : -4%, 24%, -5%, 3%, -1, -1%, 10%, 0%, -13%
- CCn1ncc(C(=O)Nc2cc(C)on2)c1C
 : ?, 29%, -10%, -6%[57.1 µM], 7, 3%, ?, 2%, -11%
- O=C(NCCc1ccccc1Cl)c1ccc2c(=O)n(-c3ccccc3)c(=O)[nH]c2c1
 : 7%, 12%, -2%, 2%, -1, -17%, 28%, 6%, -16%
- CCn1c(=O)n(Cc2ccco2)c(=N)c2c3c(sc21)COC(C)(C)C3
 : 5%, 5%, -8%, -4%, -2, -1%, -2%, 20%, -17%
- Cc1ccc(Cc2c(-c3ccc(F)cc3)nc3cc(C)ccn23)cc1
 : -2%, ·, ·, ·, -16, 11%, ·, -3%, -24%
- NC(=O)C1CCN(S(=O)(=O)c2ccc3c(c2)OCCO3)CC1
 : 0%, 19%, 10%, -12%, -2, 0%, -20%, 0%, -2%
- Cc1ccc(S(=O)(=O)N2CCOC2C(Cl)(Cl)Cl)cc1 (centres undefined)
 : -2%, 125%[activator], -7%, 2%, -2, 0%, 32%, 2%, -16%
- Cc1c(Br)c([N+](=O)[O-])nn1CC(=O)Nc1ccc(C(N)=O)cc1
 : -2%, 18%, 5%, 3%, -7, -2%, 31%, -5%, -14%

This is a subset; count on the stated rates, not on these rows.
